High-throughput results: PubChem, National Center for Advancing Translational Sciences (NCATS)
MBNL1 CUG block: inhibitors of human MBNL1 binding to CUG repeat RNA; TR-FRET MBNL1-His/biotin-(CUG)12 binding, 665/545 ratio; Potency, µM (top dose mostly 57.5 µM), without a hit: at the highest dose activity change, negative = inhibition, most hits filed as inhibitors; 280,000 compounds, 0.036% hits; active means well fitted inhibition curve with a large enough effect in the signal ratio, with a control signal flat, not every such curve was filed as active; inconclusive means small, poorly fitted or top-dose-only effect, or effect the other way, or a change in a side signal; inactive means no such curve, though single readings can be large or run the other way; the % refers to the signal ratio; further: potency means the concentration at half of the fitted maximal effect; on the % scale 0 is the no-effect control and ±100 the full control effect
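Compounds (final 92 nM to 58 uM) are added to His-tagged MBNL1 and biotin-(CUG)12, then terbium anti-His antibody and streptavidin-XL665 (5 nM final). After 60 min at room temperature, the 665/545 nm ratio is read.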
FLuc counter: counter-screen for miR-21 project: firefly luciferase inhibitors or activators | 360,000 compounds, 6.9% hits | Potency, µM (series often up to 57.5 µM), without a hit: at the top dose activity change, negative = inhibition, most hits filed as inhibitors | purified FLuc, Km substrates, luminescence inhibition | P08659;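 further: potency means the concentration at half of the fitted maximal effect; plate controls were vehicle for no effect and reference inhibitor for full effect; nearly all actives have a fitted effect of over 55% in size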
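Purified P. pyralis luciferase, 10 nM final, with Km-level 10 uM D-luciferin and 10 uM ATP in 50 mM Tris acetate pH 7.5, 10 mM Mg acetate, 0.01% Tween-20, 0.05% BSA; 6-point qHTS titration about 60 µM downward; luminescence read.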
Mito fusion yeast: inhibitors of mitochondrial division or activators of mitochondrial fusion; S. cerevisiae fusion-defective mutant growth rescue, CellTiterGlo 48 h; Potency, µM (top dose mostly 46.1 µM), inactives show at the highest dose growth rescue (activation), most hits filed as activators; 320,000 compounds, 0.23% hits;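 further: potency means the concentration at half of the fitted maximal effect; % of control where 0% means no effect; nearly all actives have a fitted effect of over 45% in size; temperature-sensitive fusion mutants such as fzo1-1 at 37 °C on non-fermentable ethanol glycerol medium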
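Compounds are tested for their ability to restore growth of mitochondrial fusion-defective yeast strains at non-permissive 37C in YPEG medium over 48 hours. Viability is quantified by luciferase luminescence.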
ELG1 DNA repair: inhibitors of ELG1-dependent DNA repair in HEK293T cells; HEK293T ELG1-luciferase reporter, luminescence, 16 h; DNA damage induced by 5-fluorouridine; Potency, µM (titrated, usually from 46.1 µM), for inactives: at the top dose activity change, negative = inhibition, hits mostly inhibitors; 330,000 compounds, 2.3% hits; AID 504467; further: potency means the concentration at half of the fitted maximal effect; on the % scale 0 is the no-effect control and ±100 the full control effect; nearly all actives have a fitted effect of over 55% in size
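5-Fluorouridine DNA damage + compound/DMSO, 2,000 cells/well, 16 h, 37 °C/5% CO2. ONE-Glo, 30 min RT, luminescence. Readout = decrease in reporter signal.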
PKM2 act: increases activity of human pyruvate kinase M2; P14618; purified PKM2, Kinase-Glo ATP luminescence, activation; response scale: 0% is enzyme alone, no compound; Potency, µM (top dose mostly 57.5 µM), inactives show at the highest dose activation, actives largely listed as activators; 260,000 compounds, 0.34% hits; AID 1631; further: potency means the concentration at half of the fitted maximal effect; on the % scale 0 is the no-effect control and ±100 the full control effect; nearly all actives have a fitted effect of over 55% in size
Target sequence (P14618 whole entry, looked up): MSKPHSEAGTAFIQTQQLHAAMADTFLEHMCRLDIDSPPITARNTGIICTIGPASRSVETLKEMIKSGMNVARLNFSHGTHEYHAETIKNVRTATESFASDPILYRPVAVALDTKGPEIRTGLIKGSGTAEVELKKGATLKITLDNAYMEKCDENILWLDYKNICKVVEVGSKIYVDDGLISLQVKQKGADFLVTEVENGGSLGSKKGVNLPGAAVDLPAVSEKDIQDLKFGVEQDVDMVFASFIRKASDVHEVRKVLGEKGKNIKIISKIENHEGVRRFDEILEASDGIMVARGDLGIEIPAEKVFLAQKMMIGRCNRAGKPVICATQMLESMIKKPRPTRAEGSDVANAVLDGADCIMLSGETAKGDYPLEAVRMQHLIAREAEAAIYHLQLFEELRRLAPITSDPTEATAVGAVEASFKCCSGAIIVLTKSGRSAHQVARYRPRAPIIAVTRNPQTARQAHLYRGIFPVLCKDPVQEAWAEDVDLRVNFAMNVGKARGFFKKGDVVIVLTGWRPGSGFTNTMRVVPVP
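Kinase-Glo luminescence reports ATP generated from ADP (0.1 mM) and PEP (0.5 mM) by purified hPK-M2 after 1 h at room temperature, pH 7.2 imidazole buffer; intermediate enzyme activity allows detecting inhibitors and activators.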
Menin-MLL TR inh: inhibitors of human menin-MLL interaction, mutant MLL peptide. Menin + Texas Red MLL mutant peptide, fluorescence polarization. Potency, µM (titrated, usually from 61.6 µM), inactives show at the top dose FP activity change, negative = inhibition, most hits filed as inhibitors. 270,000 compounds, 0.23% hits. O00255; active means well fitted inhibition curve with a large enough effect in the polarisation, with a control signal flat, not every such curve was filed as active; inconclusive means small, poorly fitted or top-dose-only effect, or effect the other way, or a change in a side signal; inactive means no such curve, though single readings can be large or run the other way; the % refers to the polarisation; further: potency means the concentration at half of the fitted maximal effect; % of control where 0% means no effect; many of its hits are not listed in these tables
Target sequence (O00255 whole entry, looked up): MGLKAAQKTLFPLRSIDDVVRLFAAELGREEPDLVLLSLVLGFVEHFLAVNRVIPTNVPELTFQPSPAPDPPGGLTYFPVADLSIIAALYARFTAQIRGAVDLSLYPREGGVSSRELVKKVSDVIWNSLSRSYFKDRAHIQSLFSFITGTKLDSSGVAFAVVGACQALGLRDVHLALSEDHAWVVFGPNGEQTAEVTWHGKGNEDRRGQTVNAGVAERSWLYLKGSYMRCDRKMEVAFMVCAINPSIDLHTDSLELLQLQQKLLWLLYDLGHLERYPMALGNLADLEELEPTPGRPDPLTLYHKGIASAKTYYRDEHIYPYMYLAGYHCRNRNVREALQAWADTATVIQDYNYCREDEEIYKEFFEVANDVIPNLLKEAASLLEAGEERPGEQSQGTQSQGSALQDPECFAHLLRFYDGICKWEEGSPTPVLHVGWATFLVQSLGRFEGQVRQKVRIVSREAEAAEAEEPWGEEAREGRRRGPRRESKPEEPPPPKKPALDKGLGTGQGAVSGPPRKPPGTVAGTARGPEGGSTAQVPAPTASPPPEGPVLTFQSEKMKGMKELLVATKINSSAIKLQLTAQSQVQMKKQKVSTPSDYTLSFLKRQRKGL
Gal4-VP16 FLuc: inhibits Gal4-VP16 luciferase reporter, ROR gamma counter-screen. 310,000 compounds, 3.5% hits. Drosophila S2 Gal4-VP16 UAS-luciferase, luminescence, 20 h. Potency, µM (doses to about 53.6 µM), inactives show at the highest dose activity, negative = inhibition, hits mostly inhibitors;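 further: Gal4-VP16 expression switched on by copper sulfate through the metallothionein promoter; potency means the concentration at half of the fitted maximal effect; on the % scale 0 is the no-effect control and ±100 the full control effect; nearly all actives have a fitted effect of over 50% in size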
RORgamma inh: ROR gamma (mouse) transcription inhibition | P51450 | 310,000 compounds, 5.4% hits | Potency, µM (series often up to 53.6 µM), for the others: at the top dose activity change, negative = inhibition, most hits filed as inhibitors | Drosophila S2 Gal4-RORgamma UAS-luciferase reporter, 20 h; further: potency means the concentration at half of the fitted maximal effect; on the % scale 0 is the no-effect control and ±100 the full control effect; nearly all actives have a fitted effect of over 60% in size
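Stably transfected Drosophila Schneider cells are the test system, with ROR gamma fused to Gal4 and luciferase under UAS control; luminescence is read after 20 hr of 700 uM copper sulfate induction at ambient temperature.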
KCNH2 3.1 block: inhibitors of human KCNH2 3.1 potassium channel isoform | U2OS KCNH2 3.1, thallium flux FluxOr; stronger effect = lower value | 340,000 compounds, 0.95% hits | AID 720553 | activity change, % (tested at about 1.8 µM);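 active means maximum activity change below -70%; inconclusive means maximum activity change from -70% to -50%; inactive means maximum activity change above -50%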;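 further: thallium influx rate constant from kinetic fluorescence after stimulation buffer; on the % scale 0 is the no-effect control and ±100 the full control effect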
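Steps: virus added to U2OS suspension (4 h, RT, dark); medium with 10% FBS added, cells plated, 37 C overnight; FluxOr/Red40 loading buffer 45 min RT; stimulation buffer, 2 min kinetic read; rate constant normalized.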
NPC1 promoter act: activators of NPC1 promoter | Huh7 NPC1 promoter luciferase reporter, 24 h | Potency, µM (series often up to 9.22 µM), without a hit: at the highest dose activation, actives largely listed as activators | 320,000 compounds, 2.4% hits | AID 485313;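 further: potency means the concentration at half of the fitted maximal effect; % of control where 0% means no effect; nearly all actives have a fitted effect of over 60% in size; reporter is driven by a mutant NPC1 promoter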
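Readout is luciferase luminescence, reflecting NPC1 promoter activation in stably transfected Huh7 cells after 24 h compound exposure at 37 °C in reduced-serum medium with 10% FBS.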
Rab9 promoter act: Rab9 promoter activation; 320,000 compounds, 2.8% hits; Potency, µM (series often up to 9.22 µM), inactives show at the top dose activation, negative = inhibition, actives largely listed as activators; Huh7 Rab9 promoter-luciferase reporter, luminescence, 24 h; further: potency means the concentration at half of the fitted maximal effect; % of control where 0% means no effect; nearly all actives have a fitted effect of over 60% in size
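Luciferase signal after 10 min detection reagent at ambient indicates Rab9 promoter upregulation; stably transfected Huh7 cells were treated 24 h with compound in DMSO at 37 °C, 5% CO2.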
Active calls of the source: *; ? = inconclusive; / = not tested or not shown; [ ] = remark or other dose. Unless noted, the call rests on the fitted dose curve; in most records, active means well fitted curve in the direction sought with a large enough effect; inconclusive means small, poorly fitted or top-dose-only effect, or another doubt; inactive means no such curve, though single readings can be large; an effect the other way counts as inactive or inconclusive. These rows are one share of the data; the hit share may differ from the screen's.

structure	MBNL1 CUG block	FLuc counter	Mito fusion yeast	ELG1 DNA repair	PKM2 act	Menin-MLL TR inh	Gal4-VP16 FLuc	RORgamma inh	KCNH2 3.1 block	NPC1 promoter act	Rab9 promoter act
CN(C(=O)COc1cccc(Br)c1)C1CCS(=O)(=O)C1 (centres undefined)	17%	-1%	-3%	3%	1%	7%	-6%	15%	15	-3%	0%
Cc1ccc2nc(NC3=NCN(C4CCCCC4)CN3)nc(C)c2c1	4%	-1%	-3%	7%	-3%	-13%	3%	-24%	/	-1%	6%
Cc1cc(C(=O)NCCCN2CCN(c3cc(Cl)ccc3C)CC2)n(-c2ccccc2)n1	-2%	-1%	-5%	?	0%	-14%[11.7 µM]	1%	31%	?	-3%	4%
CCCCOc1ncnc2c1[nH]c1ccccc12	-7%	11µM*	4%	?	-2%	11%	10µM*	?	2	-5%	-13%
Cc1ccc(NC(=O)CCNC(=O)c2ccco2)cc1	-5%	2%	1%	15%	2%	-7%	5%	22%	3	4%	1%
CCN1CCCC1CNC(=O)C(=O)NCc1ccccc1 (centres undefined)	3%	-1%	2%	-1%	-1%	-1%	-2%[10 µM]	-5%	-9	-5%	0%
C=CCN1CCN(C(CCC)c2nnnn2Cc2ccco2)CC1 (centres undefined)	-3%	-1%	-5%	9%	-6%	-22%	-1%[10 µM]	0%	8	-6%	-12%
Cc1nonc1C(=O)N1CCCC(N2CCN(c3ccc(F)cc3)CC2)C1 (centres undefined)	1%	-1%	0%	?	-5%	/	-10%	0%	-7	1%	0%
O=C(Nc1ccc2c(c1)OCCO2)C1CCN(S(=O)(=O)c2ccc(Br)s2)CC1	11%	-13%	4%	-22%	1%	?	18%	16%	-21	-3%	0%
Cc1cc(OC(=O)c2ccc(S(=O)(=O)N3CCCCC3)cc2)c([N+](=O)[O-])c(=O)[nH]1	2%	1%	2%	-3%	3%	-13%	1%	7%	/	-4%	15%
COc1cc(NC(=O)COc2ccc(Cl)cc2)ccc1NC(=O)C(C)C	-14%	6%	-2%	-2%	2%	/	-4%	-11%	2	2%	-6%
Oc1ccc(/C=N/N=C(c2ccccc2)c2ccccc2)c(O)c1O	7%	?	9%	-17%	1%	?	?	?	-6	-9%	-3%
CN(C)S(=O)(=O)c1cccc(NC(=O)c2ccc(S(=O)(=O)N3CCCCC3)cc2)c1	/	5%	-7%	?	/	/	/	/	1	-1%	0%
COc1cc2c(cc1OC)C(=O)CCS2	19%	0%	2%	6%	-4%	12%	5%	-9%	3	-6%	-3%
Cc1nn(C)cc1NC(=O)CCSc1nc(-c2ccco2)cc(C(F)(F)F)n1	10%	5%	3%	-16%	-2%	2%	5%	21%	0	2%	-6%

(listing goes on)
structure	MBNL1 CUG block	FLuc counter	Mito fusion yeast	ELG1 DNA repair	PKM2 act	Menin-MLL TR inh	Gal4-VP16 FLuc	RORgamma inh	KCNH2 3.1 block	NPC1 promoter act	Rab9 promoter act
Cc1cccc(C)c1OCC(=O)NNC(=O)CNC(=O)c1ccc(OC(F)F)cc1	/	0%	12%	-4%	/	/	/	/	-22	-4%	0%
COc1ccc(CC(=O)N(C)Cc2cccc(F)c2)cc1S(=O)(=O)N1CCOCC1	/	4%	-2%	11%	/	/	/	/	-1	0%	-7%
Cc1cccc(C)c1OCc1nnc2c3cnn(C)c3ncn12	-11%	-9%	3%	2%	-4%	-19%	-6%	-24%	16	2%	-2%
c1ccc2c(c1)CCN(Cc1nnnn1Cc1ccc3c(c1)OCO3)C2	-5%	2%	13%	-3%	-2%	-16%	3%	46%	7	-7%	1%
COc1cccc(NC2SC(=O)N(c3ccccc3)C2=O)c1 (centres undefined)	-1%	-17%	-7%	?	-4%	2%	?	6%	16	1%	-4%
COc1ccccc1CCc1nnc(CCC(=O)NCC[C@@H]2C[C@@H]3C=C[C@H]2C3)o1	13%	-17%	4%	-7%	-1%	?	0%	?	13	-1%	-2%
CCOC(=O)c1cc(-c2ccccc2)sc1NC(=O)CSc1nncs1	-9%	0%	3%	-1%	0%	25%	-11%	?	10	1%	0%
CCOC(=O)C(C)Oc1ccc2c(-c3cccc([N+](=O)[O-])c3)cc(=O)oc2c1 (centres undefined)	14%	3%	?	-16%	-2%	2%	3%	?	-16	0%	2%
O=C(CNC(=O)c1ccc(Br)o1)NNC(=O)c1ccc(Cl)cc1	/	2%	1%	28%	/	/	/	/	-25	-1%	-3%
Cn1c(SCC(=O)OC2CCCCC2)nnc1-c1ccc2c(c1)OCO2	-9%	3%	8%	5%	4%	0%	5%	0%	16	0%	-7%
CCOC(=O)c1c(N2C(=O)Nc3cc(Cl)c(Cl)cc3N2O)sc2c1CCCCC2	3%	-1%	2%	0%	-1%	?	-6%	1%	-7	-5%	1%
Cc1cc(C)n(-c2ccc(C(=O)Nc3ccc(S(=O)(=O)N(C)C)cc3)cc2)n1	?	4%	-1%	?	-2%	11%	-6%	?	3	-2%	0%
COc1ccc(-c2nn(-c3ccccc3)cc2C(=O)N2CCN(S(=O)(=O)c3ccccc3C#N)CC2)cc1	/	-7%	-19%	?	/	/	/	/	-18	-3%	-2%
Cc1cc(NC(=O)CCC(=O)N(c2ccccc2)C(C(=O)NC2CCCC2)c2ccncc2)no1 (centres undefined)	5%	3%	-1%	-5%	-6%	-15%	8%	-10%	0	0%	-6%
CS(=O)(=O)Nc1cc2c3c(c1)CCC(=O)N3CCC2	-2%	0%	-6%	?	/	0%	-7%	-8%	-4	-3%	0%

More entries
structure	MBNL1 CUG block	FLuc counter	Mito fusion yeast	ELG1 DNA repair	PKM2 act	Menin-MLL TR inh	Gal4-VP16 FLuc	RORgamma inh	KCNH2 3.1 block	NPC1 promoter act	Rab9 promoter act
Cc1ccc([N+](=O)[O-])c2cccnc12	?	-1%	2%	14%	-1%	-22%	3%	-14%	21	-3%	7%
Cc1n[nH]c(=O)c2c1nnn2Cc1ccccc1Cl	-1%	-2%	10%	2%	/	29%	-9%	-20%	0	-2%	-2%
CCCOc1cccc(-c2nn(-c3ccccc3)cc2/C=C(\C#N)C(=O)NCCCn2ccnc2)c1	13%	0%	7%	?	2%	-2%	?	-21%	0	-4%	-6%
CCOC(=O)C1=C(CCc2ccccc2)NC(=O)NC1c1ccc(Br)cc1 (centres undefined)	-7%	3%	-26%	-22%	1%	-1%	0%	15%	7	-4%	-5%
CCOc1ccccc1NC(=O)CSc1nnc(-c2ccccc2Cl)n1Cc1ccco1	0%	6%	10%	-12%	2%	0%	-7%	3%	-6	-2%	7%
COc1ccccc1N(CC(=O)NC(C)(C)C)C(=O)CCC(=O)Nc1nccs1	-1%	4%	2%	-2%	-1%	-10%	-5%	13%	-11	0%	-1%
CSc1nnc2c3ccccc3c3ccccc3c2n1	?	-9%	2%	?	-10%	22%	-6%	2%	6	8%	14%
CCc1ccccc1N1CN(Cc2ccco2)CNC1=S	/	0%	2%	0%	0%	/	?	4.5µM*	-18	1%	-3%
COc1ccc(Cn2c(-c3ccc(Br)cc3)c[n+]3ccccc23)cc1	-6%	11µM*	-3%	?	0%	-11%	-12%	39%	-22	1%	9%
CC1CN(C(=O)CCC(=O)NCc2ccccn2)c2ccccc2O1 (centres undefined)	-14%	-2%	6%	20%	-10%	?	-9%	-12%	-22	8%	-4%
COC(=O)C1=C(CS(=O)(=O)c2ccc(OC)cc2)NC(=O)NC1c1ccccc1 (centres undefined)	-1%	4%	-5%	11%	/	10%	4%	0%	23	-1%	-1%
COc1cc(C(=O)Nc2ccc(C(N)=O)cc2)c([N+](=O)[O-])cc1OC	?	-3%	0%	11%	-16%	0%	-20%	?	17	1%	13%
NS(=O)(=O)c1ccc(CCNC(=O)/C=C/c2cccc([N+](=O)[O-])c2)cc1	?	?	-1%	-11%	-11%	17%	2%	0%	2	2%	-1%
COc1cccc(CNC(=O)C(=O)NCC2CCCO2)c1 (centres undefined)	0%	7%	-1%	12%	6%	11%	-7%	-36%	14	-2%	2%
O=C(NCCCO)C(=O)Nc1cc2c3c(c1)CCN3C(=O)CC2	-9%	2%	17%	?	-1%[0.46 µM]	0%	-17%	-19%	-1	-6%	0%
